Yfh1-off respiration: enhancers of respiration in Yfh1-depleted yeast, dose response, Friedreich's ataxia, plus single-dose screen (AID 1465). actives 0.074% (n = 220,000). fold induction at 50 µM, or EC50 in µM where a hit was titrated. S. cerevisiae Yfh1-off respiration, WST-1 reduction, 72 h; higher fold induction means a stronger effect;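 active means fold induction of absorbance versus untreated yeast above a set limit, then at least 30% activation at any dose in follow-up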;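 further: activators that raise dye reduction in frataxin-depleted yeast; strong numbers were not always called active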
Dynein transport: dynein cargo transport inhibition; 3617.4 mouse cells, GR-EGFP nuclear translocation imaging; test concentration mostly 20 µM; stimulated with dexamethasone, 1 µM; hits give low values; z-score, hits read low; actives 0.47% (n = 220,000);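 active means plate z-score of nuclear minus cytoplasmic receptor signal below a set negative limit, without overly bright fluorescence or cell loss, cut at about -3.5 in these data, passing the limit was not always enough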;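 further: z-score of nuclear minus cytoplasmic ring GR-EGFP intensity difference per well; some compounds called inactive have numbers as strong as hits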
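Buffer or medium: tet-free medium with charcoal-stripped serum / Also added: dexamethasone agonist, 1.0 µM final, for 30 min / Timing: induction 48 h, compound 1 h, agonist 30 min / Measured by: high-content fluorescence imaging after fixation / Read-out: nuclear-to-cytoplasmic GR-EGFP distribution per well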
Autophagy HCS: alters autophagy in cells | MEF GFP-LC3 puncta imaging; test concentration mostly 10 µM | actives 0.98% (n = 190,000) | calls only at 10 µM (by protocol);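 active means percentage of spot-positive cells more than 3 SD above its plate mean, without a fluorescence outlier flag or 80% toxicity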;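 further: spot-positive cell cutoff set from DMSO-treated cells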
bCat nuc transl: beta-catenin nuclear translocation modulation | HeLa beta-catenin nuclear translocation, immunofluorescence imaging | actives 0.3% (n = 190,000) | AID 1665 | nuclear translocation activity, % at 5 µM;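 active means nuclear translocation activity above 50% at 5 µM, with a well cell count of 50 or more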;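 further: per-cell ratio of nuclear to cytoplasmic median beta-catenin stain intensity; plate controls were DMSO negative control for no effect and GSK-3 inhibitor IX positive control for full effect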
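Test system: human HeLa cells, endogenous beta-catenin. Times: 24 h compound exposure, 37°C. Measured by: beta-catenin immunofluorescence imaging with DAPI.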
P. falciparum M17LAP: P. falciparum M17LAP inhibitors, primary screen, biochemical, fluorogenic H-Leu-NHMec substrate, 1536-well (AID 1619) | recombinant M17LAP, H-Leu-NHMec fluorogenic kinetic assay; higher % means a stronger effect | actives 0.38% (n = 220,000) | one-dose inhibition, % at 30 µM; IC50 in µM for titrated hits;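 active means compound inhibiting the enzyme by more than half at any dose during confirmatory dose-response retesting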;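 further: plate controls were full reaction with DMSO carrier for no effect and no enzyme background for full effect; strong numbers were not always called active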
Insulin prom up: MIN6 insulin promoter up-regulation | z-score at 5 µM | AID 1625 | actives 0.3% (n = 190,000) | MIN6 insulin promoter-GFP reporter, high-content imaging; hits give high values;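 active means z-score above 3 at 5 µM with at least 500 cells counted in the well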
MT stabilizer: stabilizes microtubules in HeLa cells | actives 0.83% (n = 200,000) | HeLa tubulin immunostaining HCS, 24 h; share of cells brighter than vehicle mean+2SD | % tubulin-high responders, % at 10 µM;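 active means plate Z-score above 3 for both tubulin-high and condensed-nucleus cell shares, with cell loss under 80%, at 10 µM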;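 further: anti alpha tubulin signal scored within the nucleus-defined area of each cell; some results filed as inactive read as strong as hits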
NOD2 inhibition: NOD2 signaling inhibitors, cell-based, luminescence, uHTS, HEK293 (AID 1566); HEK293 NOD2/NF-kB luciferase reporter, luminescence; higher % means a stronger effect; inhibition, % at 4 µM, or EC50 in µM where a hit was titrated; actives 0.63% (n = 290,000); in the data active means inhibition above about 50%; further: many of its hits are not listed in these tables
NOD1 NF-kB reporter: inhibition of NOD1-driven NF-kB reporter – cell-based, luminescence, uHTS, primary screen (AID 1578) | NOD1-driven NF-kB luciferase reporter cells, luminescence; higher % means a stronger effect | inhibition, % at 4 µM; hits with a dose series show EC50 in µM | actives 1% (n = 290,000); in the data active means inhibition mostly above about 36%, no sharp cut-off; inactive means mostly below about 34%;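 further: HEK-293T reporter cells stimulated with the NOD1 agonist gamma-tri-DAP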
Dynein transport cytoplasmic EGFP: second read-out of Dynein transport, no call of its own (marks repeat the call); z-score; measured here: cytoplasmic GR-EGFP intensity; hits give high values
Dynein transport nuclear GR-EGFP: further read-out of Dynein transport, marked with its call; z-score; measured here: nuclear GR-EGFP intensity;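 lower value marks the stronger effect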
Dynein transport cell count: second read-out of Dynein transport, no call of its own (marks repeat the call); z-score; measured here: cell count per field
Insulin prom up cell count: also measured in Insulin prom up; calls as there; cell count; measured here: cytotoxicity, nuclei count;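 total cells summed across four imaged fields per well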
bCat nuc transl cell count 5 µM: recorded beside bCat nuc transl, whose call it bears; cell count; measured here: cell count, cytotoxicity flag
MT stabilizer Hoechst-high %: second read-out of MT stabilizer, no call of its own (marks repeat the call); % Hoechst-high responders; measured here: nuclear condensation Hoechst responders;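 share of cells brighter than vehicle mean plus two SD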
MT stabilizer cytotoxicity %: recorded beside MT stabilizer, whose call it bears; toxicity, %; measured here: cytotoxicity by cell density;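 0% = mean cell density of plate MIN control wells and 100% = no cells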
Autophagy HCS cell loss 18 h: further read-out of Autophagy HCS, marked with its call; toxicity, %; measured here: cell loss, nuclei count;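 cell loss after 18 h compound exposure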
The depositor's hits bear a star; i = inactive; nt = no result given; + = active, no number. An excerpt, so the mix of outcomes need not match the whole.

SMILES	Yfh1-off respiration	Dynein transport	Dynein transport cytoplasmic EGFP	Dynein transport nuclear GR-EGFP	Dynein transport cell count	Autophagy HCS	Autophagy HCS cell loss 18 h	bCat nuc transl	bCat nuc transl cell count 5 µM	P. falciparum M17LAP	Insulin prom up	Insulin prom up cell count	MT stabilizer	MT stabilizer Hoechst-high %	MT stabilizer cytotoxicity %	NOD2 inhibition	NOD1 NF-kB reporter
COc1ccc(OC)c(C(=O)c2ccc(C(=O)Nc3ccc4ccccc4c3)cc2)c1	i	-0.45	-0.27	-0.52	1.4	i	3	-0.3	962	6%	0.16	2130	2.7	4.6	7.5	-63%	-10%
Clc1ccc(-c2nnc(N3CCCC3)nn2)cc1	i	-0.24	-0.34	-0.038	-0.0023	i	-3	-5.4	965	14%	-0.41	1096	3.8	4.0	16	-96%	-61%
CCOC(=O)COc1ccc(S(=O)(=O)N2CCN(c3ccccc3)CC2)cc1	i	-0.14	-0.27	-0.42	0.53	i	1	0.1	452	6%	-0.02	1172	4.7	2.8	7.0	19%	2%
Cn1nc([N+](=O)[O-])nc1Sc1nnnn1-c1ccc(C(=O)O)cc1	i	-0.55	-0.24	-0.099	0.058	i	-14	-0.2	1467	18%	1.1	1404	3.5	1.8	6.0	-11%	10%
COC(=O)c1ccccc1NC(=O)c1cccc(NC(=O)CSCc2ccccc2)c1C	i	-0.094	-0.21	-0.21	0.75	i	-38	-1.1	1099	12%	0.07	1917	2.4	1.2	4.2	15%	-10%
O=C(Nc1cnc2ccccn2c1=O)c1ccc(F)cc1	i	-0.52	-0.23	0.094	0.16	i	1	2.1	1012	8%	-0.71	1812	1.8	1.7	21	-28%	-20%
Fc1cnc(N/N=C/c2ccc(-c3ccc(Br)cc3)o2)nc1N1CCOCC1	i	-0.14	-0.14	0.06	0.34	nt	nt	0.5	1281	2%	-0.25	1202	nt	nt	nt	-44%	-2%
O=C(O)C1CCCN1S(=O)(=O)c1ccc2c(c1)CCC2 (stereo not given)	i	-0.56	-0.22	-0.16	0.42	i	6	-7.6	1008	-11%	-0.94	1568	1.1	1.4	10	6%	4%
O=C(Cn1cc(/C=N/NC(=O)c2ccccc2Br)c2ccccc21)Nc1ccc(F)cc1	i	0.74	-0.19	0.72	-0.71	i	14	-2.3	551	-6%	-0.13	1268	2.4	2.7	7.8	16%	-17%
CN1CCC(=NNC(=O)C(=O)Nc2ccccc2)CC1	i	-0.53	-0.041	0.45	0.34	i	42	-1.0	1398	12%	0.75	1554	2.2	2.1	6.0	-5%	-10%
COc1ccccc1C(=O)n1nc(-c2ccco2)nc1N	nt	0.59	-0.25	0.28	0.073	i	1	0.8	1182	1%	0.19	1326	2.9	2.8	6.9	5%	-15%
OCC1(Cc2ccccc2C(F)(F)F)CCN(Cc2ccccc2)CC1	i	0.48	-0.27	0.56	-0.013	i	-19	0.4	1015	9%	-0.01	1324	nt	nt	nt	-15%	-18%
Cc1cccc(CSc2ncnc3c2cnn3Cc2ccccc2)c1	i	1.2	-0.48	0.7	-0.17	i	-1	-2.2	1213	-5%	-0.15	885	1.3	2.1	9.3	7%	19%
CCOc1cc(/C=N/NC(=O)C(N)=O)cc(Br)c1O	i	0.74	-0.38	1	-0.65	i	-5	-4.5	966	17%	-0.74	1645	5.2	2.7	4.7	-9%	-22%
CS(=O)(=O)N1CCN(c2ccc(NC(=O)c3ccc(-c4ccc(Cl)cc4)o3)cc2)CC1	i	-0.75	-0.21	-0.44	0.48	i	0	nt	nt	-3%	-0.47	916	1.8	3.1	7.3	-10%	-113%
Cc1cccc(N2CN=C3SCC(=O)N3C2)c1	i	-0.56	-0.3	-0.29	0.37	nt	nt	-1.4	1112	-3%	-0.35	1477	nt	nt	nt	10%	-6%
Cc1ccc(C)c(NC(=O)CCN2CCOCC2)c1	i	0.45	-0.15	1.1	-0.071	i	-2	-2.0	1220	0%	1.3	1267	1.6	2.5	15	-12%	-19%
CCOc1cc(N2C(=O)CC3CS(=O)(=O)CC32)c(OCC)cc1NC(=O)c1ccccc1 (stereo not given)	i	-0.83	-0.18	0.13	0.43	i	3	0.1	991	5%	0.03	1296	4.6	2.1	5.3	-6%	-14%
C[C@H](Nc1ccc(C(F)(F)F)cc1[N+](=O)[O-])C(=O)O	i	0.12	0.26	0.53	0.12	nt	nt	1.5	1318	-2%	0.06	1057	nt	nt	nt	1%	-9%
Cn1c(Cl)c(/C=N/OC(=O)c2ccccc2Cl)c2ccccc21	i	-0.5	-0.21	-0.54	0.44	i	-7	-1.7	1163	9%	0.71	1623	1.4	1.1	6.3	-8%	14%
COc1ccc(C)cc1NC(=O)Nc1cccc(C)c1	i	0.41	-0.3	0.45	-0.18	i	33	1.6	1113	1%	-0.51	1419	2.5	1.4	1.4	-22%	-34%
COCCCNc1cc(C)nc2ccccc12	i	0.78	-0.22	-0.7	-0.45	i	-8	-0.6	1362	7%	-1.2	1703	2.9	2.5	7.9	12%	41%
S=c1[nH]c2ccccc2o1	i	0.74	0.35	0.13	-0.69	i	-5	1.1	1417	31%	0.24	1540	2.1	1.8	2.2	12%	-26%
CCOC(=O)C1CCN(C(=O)NC23CC4CC(CC(C4)C2)C3)CC1	i	0.12	-0.17	0.76	-1.3	i	-4	1.0	1025	-4%	1.4	1908	1.5	2.5	6.9	18%	18%
CCNC(=O)COc1ccc(OCc2ccccc2)cc1	i	0.84	-0.087	0.99	-1.3	i	-20	-4.0	1145	1%	0.23	1623	3.4	1.7	9.1	-40%	-42%

Reprinted from the part before: 2 compounds, then new ones.
SMILES	Yfh1-off respiration	Dynein transport	Dynein transport cytoplasmic EGFP	Dynein transport nuclear GR-EGFP	Dynein transport cell count	Autophagy HCS	Autophagy HCS cell loss 18 h	bCat nuc transl	bCat nuc transl cell count 5 µM	P. falciparum M17LAP	Insulin prom up	Insulin prom up cell count	MT stabilizer	MT stabilizer Hoechst-high %	MT stabilizer cytotoxicity %	NOD2 inhibition	NOD1 NF-kB reporter
CCOC(=O)C1CCN(C(=O)NC23CC4CC(CC(C4)C2)C3)CC1	i	0.12	-0.17	0.76	-1.3	i	-4	1.0	1025	-4%	1.4	1908	1.5	2.5	6.9	18%	18%
CCNC(=O)COc1ccc(OCc2ccccc2)cc1	i	0.84	-0.087	0.99	-1.3	i	-20	-4.0	1145	1%	0.23	1623	3.4	1.7	9.1	-40%	-42%
Fc1ccccc1Cc1noc(CN2CCCC(CN3CCOCC3)C2)n1 (stereo not given)	i	-1.7	-0.23	-0.72	1.5	i	14	-2.9	1044	-7%	0.42	1446	1.9	1.2	3.2	-3%	-9%
COC(=O)c1ccc(NC(=O)COC(=O)c2nc3nccc(C)n3n2)cc1	i	-0.17	-0.091	-0.13	0.77	i	-7	-0.3	1100	-10%	0.62	1112	1.8	2.6	2.7	7%	-23%
O=C(Nc1nc2ccsc2c(=O)s1)c1ccco1	i	0.64	-0.22	0.74	-0.9	nt	nt	-0.9	1380	2%	0	976	nt	nt	nt	-39%	-4%
Cc1ccc(C(=O)NNC2=NC(C)(C)Cc3ccccc32)cc1	i	-0.15	-0.2	0.037	-0.39	nt	nt	0.1	1326	0%	-0.27	1142	nt	nt	nt	14%	3%
N#C/C(=C/c1ccc(N2CCOCC2)o1)c1ccc(Br)cc1	i	-8.6	34	2	0.19	+	-2.3*	19	940	17%	nt	nt	4.5	1.3	4.3	-68%	-40%
CN1CCN(c2ccc([N+](=O)[O-])cc2C(=O)N2CCOCC2)CC1	nt	0.78	-0.22	0.71	0.55	i	-25	-0.4	1287	15%	-0.17	1609	2.8	1.8	5.8	21%	-6%
Cc1ccnn1CCSCC(=O)O	i	-0.49	-0.46	-0.48	0.3	i	-4	nt	nt	2%	nt	nt	0.8	0.9	0.1	5%	9%
C=CCN=C1NN=C(c2cc(C)n(CCOC)c2C)CS1	i	0.38	-0.29	0.069	-0.41	i	-8	-1.6	960	-5%	-0.04	1342	1.7	3.2	8.3	65%*	88%*

Single records, from the list above. Values in the order: Yfh1-off respiration	Dynein transport	Dynein transport cytoplasmic EGFP	Dynein transport nuclear GR-EGFP	Dynein transport cell count	Autophagy HCS	Autophagy HCS cell loss 18 h	bCat nuc transl	bCat nuc transl cell count 5 µM	P. falciparum M17LAP	Insulin prom up	Insulin prom up cell count	MT stabilizer	MT stabilizer Hoechst-high %	MT stabilizer cytotoxicity %	NOD2 inhibition	NOD1 NF-kB reporter
`Cn1nc([N+](=O)[O-])nc1Sc1nnnn1-c1ccc(C(=O)O)cc1` is listed as i	-0.55	-0.24	-0.099	0.058	i	-14	-0.2	1467	18%	1.1	1404	3.5	1.8	6.0	-11%	10%
`CCOC(=O)C1CCN(C(=O)NC23CC4CC(CC(C4)C2)C3)CC1` is listed as i	0.12	-0.17	0.76	-1.3	i	-4	1.0	1025	-4%	1.4	1908	1.5	2.5	6.9	18%	18%
`COc1ccc(C)cc1NC(=O)Nc1cccc(C)c1` is listed as i	0.41	-0.3	0.45	-0.18	i	33	1.6	1113	1%	-0.51	1419	2.5	1.4	1.4	-22%	-34%
`C=CCN=C1NN=C(c2cc(C)n(CCOC)c2C)CS1` is listed as i	0.38	-0.29	0.069	-0.41	i	-8	-1.6	960	-5%	-0.04	1342	1.7	3.2	8.3	65%*	88%*
`COC(=O)c1ccccc1NC(=O)c1cccc(NC(=O)CSCc2ccccc2)c1C` is listed as i	-0.094	-0.21	-0.21	0.75	i	-38	-1.1	1099	12%	0.07	1917	2.4	1.2	4.2	15%	-10%

Screening results: PubChem BioAssay, several laboratories
